NCI-60 one-dose screen, 48 h, at 10 µM unless noted. Numbers give growth in % (100 = growth as untreated, 0 = no growth, -100 = all killed).
SK-MEL-5 – SK-MEL-5 melanoma; actives 6.4% (n = 80,000); AID 1794755
EKVX – EKVX NSCLC. actives 3% (n = 71,000)
SK-MEL-28 – SK-MEL-28 melanoma; AID 1794761; actives 4.1% (n = 81,000)
A549/ATCC – A549/ATCC NSCLC; actives 3.7% (n = 81,000)
M14 – M14 melanoma; actives 6.2% (n = 80,000); AID 1794745
HOP-62 – HOP-62 NSCLC; AID 1794735; actives 3.9% (n = 80,000)
HOP-92 – HOP-92 NSCLC cells | AID 1794738 | actives 6.3% (n = 71,000)
CCRF-CEM – CCRF-CEM leukemia; actives 7% (n = 77,000); AID 1794778
The depositor's hits bear a star; nt = no result given; & = joins results of further samples. The calls were made as follows: active = growth percent below 10; inactive = the rest.

SMILES	SK-MEL-5	EKVX	SK-MEL-28	A549/ATCC	M14	HOP-62	HOP-92	CCRF-CEM
C=C(C)[C@@H]1CC[C@]2(C=C(C#N)C#N)CC[C@]3(C)[C@H](CC[C@@H]4[C@@]5(C)CCC(=O)C(C)(C)[C@@H]5CC[C@]43C)[C@@H]12	83	103	96	94	nt	99	72	91
CCCCCCC1CCC(OC(C)=O)CC1 (stereo unspecified)	98	102	117	86	110	104	97	104
Cc1ccc(-c2cc(Cc3cccs3)c(=O)n(Cn3cnc4nc[nH]c4c3=O)n2)cc1	97	106	116	97	104	93	nt	64
O=CNC(=O)/C=C/C(=O)O	104	nt	103	118	113	106	88	nt
Cc1nc2sccn2c1-c1cn2ccsc2n1	66	81	104	99	94	91	70	96
CCOC(=O)CN1C2=C(C(=O)CC(C)(C)C2)C(c2cccs2)C2=C1CC(C)(C)CC2=O	92	97	113	98	100	98	91	90
COc1cc(C2OC3=C(CCCC3)C3(C#N)C(=O)NC(=N)C23C#N)ccc1O (stereo unspecified)	105	99	110	102	99	93	104	90
CC(=O)Nc1ccc(O)cc1[N+](=O)[O-]	100	115	114	81	109	112	nt	111
Cc1ccc(C2=NNC(c3sc(Cl)nc3Cl)C2)cc1 (stereo unspecified)	89	nt	102	nt	87	107	115	18
Nc1ccc(Cl)c2cccnc12	102	113	110	77	105	95	88	48
c1ccc(Nc2nn3c(-c4cccs4)ccnc3c2-c2ccccc2)cc1	97	82	97	105	84	95	106	89
CCc1cc(=O)n2c(-c3ccc(F)cc3)cnc2[nH]1	109	102	107	98	103	110	98	99
Cc1c(C(=O)NCCc2ccc(N3CCC[C@@H]3C)cc2)nn(-c2ccc(Cl)cc2)c1-c1ccc(Cl)cc1	69	72	87	74	80	101	73	81
O=[N+]([O-])c1ccc(SNc2ccccc2)c([N+](=O)[O-])c1	88	83	99	80	95	nt	28	82
O=C1CCC(c2ccccc2)=NN1	100	86	106	96	99	100	113	98
NS(=O)(=O)c1ccc(CCn2c(-c3ccccc3)nc(-c3ccccc3)c2-c2ccccc2)cc1	98	99	101	102	93	91	105	99
CCN(CC)CCOc1ccc(-c2c(-c3ccccc3)c(=O)oc3ccccc23)cc1	72	95	99	92	88	96	84	96
COc1cc2nc(Nc3cccc(C(=O)O)c3)nc(N)c2cc1OC	100	95	103	104	-45*	-37*	nt	nt
CN(C)c1ccc(N)c2ccccc12	-99*	49	57	49	-95*	74	105	42
COc1c(Cl)ccc2c(-c3nc4cc(Cl)c(F)cc4s3)cc(=O)oc12	nt	nt	111	78	96	87	nt	-68*
CCOC(=O)/C(=C/c1ccc(N(C)C)cc1)C(=O)c1ccccc1	94	nt	94	85	90	108	42	nt
Cc1nc(NN)c([N+](=O)[O-])c(NN)n1	99	112	108	100	98	110	102	-28*
O=C1C(c2ccccc2)=C2C(=C1c1ccccc1)c1cccc3cccc2c13	98	nt	105	97	102	98	nt	93
CNC(=O)Sc1ccc(Cl)cc1	98	106	106	100	100	127	113	72
CCCNCCC(=O)Nc1ccc(C)c(Cl)c1	91	91	99	93	92	87	66	97
Cc1nc2ncccc2nc1Nc1ccccc1	96	111	111	107	95	104	63	104
COc1ccc(OC)c(-c2csc(=O)s2)c1	96	nt	107	98	109	97	104	110
O=c1[nH]c(=O)n(C2CC(O)C(CO)O2)cc1CO (stereo unspecified)	108	99	101	87	nt	33	105	80
COc1ccncc1C#Cc1cncc(C(=O)Nc2ccc(CN3CCN(C)CC3)c(C(F)(F)F)c2)c1	34	38	18	37	-3.2*	39	-2.2*	12
CC1=C(C(=O)OC(C)C)C(c2cccc(O)c2)NC(=S)N1 (stereo unspecified)	99	100	103	103	109	96	110	99
Nc1ccc(O)c(-c2nn3c(CCC(=O)c4nc5ccccc5[nH]4)nnc3s2)c1	97	99	112	91	88	98	nt	98
Nc1c(C(=O)Nc2cccc(Cl)c2Cl)sc2nc3c(cc12)C(=O)CCC3	50	nt	65	38	81	95	92	86
COc1cc2c3c(n(C4COC4)c(=O)c2cc1OC)-c1cc2c(cc1C3=O)OCO2	101	90	110	78	90	nt	nt	nt
CC1c2ccccc2-c2ccccc21	nt	124	113	111	106	110	86	89
NCCn1cc(-c2nc(-c3c[nH]c4ncccc34)cs2)c2cc(Br)ccc21	85	64	99	65	88	78	54	60
CC(C(=O)O)=C(c1ccccc1)c1ccccc1	101	104	103	101	101	91	nt	107
COc1cc2c3c(c4c5ccccc5n(C)c4c2c(OC)c1OC)C(=O)N(O)C3=O	96	102	106	108	88	100	82	40
COc1cc(C2OC34CCCCC3C(C#N)(C(=N)O4)C2(C#N)C#N)ccc1O (stereo unspecified)	101	106	111	101	94	100	106	98
Cc1c(Cl)cccc1NC(=O)CN1CCOCC1	101	102	109	106	95	93	118	97
COC(=O)CCCCCCN=Cc1c(O)c(O)c(C(C)C)c2cc(C)c(-c3c(C)cc4c(C(C)C)c(O)c(O)c(C=NCCCCCCC(=O)OC)c4c3O)c(O)c12	43	24	36	30	27	24	7.7*	16
O=S(=O)(c1ccccc1)N1CC2CC(Br)C(Br)CC21 (stereo unspecified)	98	101	113	91	109	98	88	86
Cc1c(C(C)C)cc(C(C)C)cc1C(C)C	98	105	110	96	99	94	90	137
CC(C)C[C@H](NC(=O)Cn1ccc2ccccc2c1=O)B(O)O	38	nt	49	85	56	98	99	15
Cc1cc(N=NC(=N)N)ccc1NN=C(N)N	102	95	110	106	95	87	nt	137
Cc1ccc(/C=C2\N=C(c3ccccc3)N(c3ccc(-c4nc5ccc(C)cc5s4)cc3)C2=O)cc1	86	65	102	58	91	96	nt	50
COc1ccccc1S(=O)(=O)Nc1ccc(-c2nnc3n2CCCCC3)cc1	112	106	119	105	112	103	nt	100
O=c1c2ccccc2[nH]c(=S)n1/N=C/c1ccccc1O	100	nt	106	107	110	79	93	95
C/C(=N/O)c1ccc2c(c1)CCCC2	98	97	106	99	100	96	99	109

Results in A549/ATCC, HOP-62 and M14 (5 entries from above):
SMILES,A549/ATCC,HOP-62,M14
CNC(=O)Sc1ccc(Cl)cc1,100,127,100
Nc1ccc(Cl)c2cccnc12,77,95,105
Cc1nc2sccn2c1-c1cn2ccsc2n1,99,91,94
COC(=O)CCCCCCN=Cc1c(O)c(O)c(C(C)C)c2cc(C)c(-c3c(C)cc4c(C(C)C)c(O)c(O)c(C=NCCCCCCC(=O)OC)c4c3O)c(O)c12,30,24,27
COc1cc2nc(Nc3cccc(C(=O)O)c3)nc(N)c2cc1OC,104,-37*,-45*

Continuation.
SMILES	SK-MEL-5	EKVX	SK-MEL-28	A549/ATCC	M14	HOP-62	HOP-92	CCRF-CEM
COc1ccc2c(c1)CC/C(=C\c1cccnc1Br)C2=O	nt	95	nt	92	100	116	99	94
c1cncc(CSc2ncnc3nc[nH]c23)c1	102	104	106	110	102	103	100	98
O=C1/C(=C/c2cccc(OCCCc3ccccc3)c2)Oc2cc(O)ccc21	92	109	101	95	89	108	100	87
CC(=O)OC1Oc2cc(C)c(C)cc2-c2oc(=O)c(-c3cc4ccc(N(C)C)cc4oc3=O)cc21 (stereo unspecified)	50	42	115	71	87	82	78	55
O=C(COc1ccc(/C=C2\CSc3ccccc3C2=O)cc1)c1ccc(Cl)cc1	116	122	124	101	101	94	122	94
CC(Cc1ccccc1)NN (stereo unspecified)	101	97	108	nt	103	nt	nt	101
O=C(Cl)N(c1ccccc1)c1ccccc1	102	112	114	97	105	111	90	96
Nc1ccccc1-c1cc2c(c3c1[nH]c1ccccc13)CCCCCC2	94	91	107	98	84	114	99	87
CC1(C)CC[C@]2(C(=O)Nc3ccccn3)CC[C@]3(C)C(=CC[C@@H]4[C@@]5(C)C/C(=C/c6ccncc6)C(=O)C(C)(C)[C@@H]5CC[C@]43C)[C@@H]2C1	-50*	39	38	27	21	71	43	25
Cc1ccc(-c2nnc(CSc3nc(-c4ccc(F)cc4)c(C#N)c(=O)[nH]3)o2)cc1	100	103	106	100	101	96	98	96
COc1cc2cc(Oc3ccc(NC(=O)Nc4ccc(Cl)c(Cl)c4)cc3)c(C)nc2cc1OCCN1CCOCC1	51	66	101	77	101	105	77	65
Brc1ccc2[nH]cc(C(c3ccccc3)N3CCCC3)c2c1 (stereo unspecified)	75	nt	95	92	91	101	66	30
COC(=O)c1ccc2c(c1)c1c(C)c3ccncc3c(C)c1n2C	14	34	35	7.2*	31	24	19	30
CN(C)c1cccc2c(S(=O)(=O)Nc3ccc4oc(N=C(N)N)nc4c3)cccc12	87	90	103	98	102	96	128	97
COc1ccc(/C=N/NC(=O)c2cccc3cc[nH]c23)cc1O	2.9*	32	63	51	0.3*	36	57	0.6*
CCOC(CSCc1ccccc1)OCC	97	nt	101	100	92	116	nt	94
CCN1C(=O)N(CC)C2Nn3c(s/c(=C\c4ccc[nH]4)c3=O)=NC21 (stereo unspecified)	106	102	106	106	104	95	93	109
CCN(CCO)CC(=O)c1cc(Cl)cc(Cl)c1Cl	105	105	111	96	99	95	89	83
Cc1ccc(OS(=O)(=O)c2ccccc2)cc1	96	89	107	105	97	100	87	nt
OCC1OCOC2COCOC12 (stereo unspecified)	98	nt	102	94	107	79	87	111
N#Cc1c(-c2cc(=O)oc3ccc(Cl)cc23)cc(-c2cc3ccccc3oc2=O)nc1N	90	95	107	80	97	92	81	nt
O=C1Nc2ccccc2Oc2ccc(S(=O)(=O)CC3CO3)cc21 (stereo unspecified)	90	75	64	77	57	101	89	26
CCOC(=O)CCC1(C(=O)OC)C(=O)CCCCC/C=C/1C(=O)OC (stereo unspecified)	97	111	129	104	117	113	110	102
CCN(CC)S(=O)(=O)Oc1ccc2c(C)cc(=O)oc2c1	102	100	102	96	95	94	93	98

Four compounds drawn at random from those above:
SMILES	SK-MEL-5	EKVX	SK-MEL-28	A549/ATCC	M14	HOP-62	HOP-92	CCRF-CEM
CCN(CC)S(=O)(=O)Oc1ccc2c(C)cc(=O)oc2c1	102	100	102	96	95	94	93	98
OCC1OCOC2COCOC12 (stereo unspecified)	98	nt	102	94	107	79	87	111
N#Cc1c(-c2cc(=O)oc3ccc(Cl)cc23)cc(-c2cc3ccccc3oc2=O)nc1N	90	95	107	80	97	92	81	nt
CCOC(=O)CCC1(C(=O)OC)C(=O)CCCCC/C=C/1C(=O)OC (stereo unspecified)	97	111	129	104	117	113	110	102

(more compounds)
SMILES	SK-MEL-5	EKVX	SK-MEL-28	A549/ATCC	M14	HOP-62	HOP-92	CCRF-CEM
O=C(O)/C(=C/c1ccc([N+](=O)[O-])cc1)c1ccccc1	99	nt	118	93	109	96	nt	nt
c1ccc(-c2csc(NN=C3c4ccccc4-c4ccccc43)n2)cc1	84	59	95	86	78	74	89	93
O=C(NCN1C(=O)c2cccc3cccc(c23)C1=O)N1CCOCC1	99	99	108	100	93	92	79	86
COC(=O)C[C@](O)(CCCC(C)C)C(=O)O[C@@H]1C(OC)=C[C@]23CCC(=O)N2CCc2cc4c(cc2[C@H]13)OCO4	105	101	111	106	108	104	nt	95
CCC1(C(=O)OC)CCc2c(cc(OC)c3ccccc23)C1=O (stereo unspecified)	102	95	121	92	121	89	89	111
N#CC(CCCN1CCOCC1)(c1ccccc1)c1ccccc1	91	93	106	106	105	115	84	102
COc1ccc(C2C=C(C)N=C3SC(C)=CN32)cc1OC (stereo unspecified)	102	nt	114	106	95	100	82	114
O=C(O)CCc1nc2ccccc2[nH]1	99	106	125	102	106	117	114	103

Quoted from the listing:
In A549/ATCC, O=C(NCN1C(=O)c2cccc3cccc(c23)C1=O)N1CCOCC1 shows 100
In A549/ATCC, c1ccc(-c2csc(NN=C3c4ccccc4-c4ccccc43)n2)cc1 shows 86

(next part)
SMILES	SK-MEL-5	EKVX	SK-MEL-28	A549/ATCC	M14	HOP-62	HOP-92	CCRF-CEM
COc1ccc(C(C)=O)c2ccccc12	nt	94	103	101	116	110	nt	94
O=C(/C=C/c1ccc(Br)cc1)c1ccc(NC(=O)N2CCN(c3cc4c(cc3F)c(=O)c(C(=O)O)cn4C3CC3)CC2)cc1	nt	102	104	104	107	104	99	95
NC1=NN(c2ccccc2)C(=O)C1	112&98	94&92	114&108	105&98	101&105	97&92	92&84	117&115
C/C(=N/N)c1nnn(-c2ccc(F)cc2)c1C	102	97	104	98	96	102	91	101
Fc1ccccc1Nc1ccc2nnc(-c3ccncc3)n2n1	103	nt	112	103	104	106	nt	96
CN(C)c1ccc(C2C3CSCN3[C@@]3(C(=O)Nc4ccccc43)C2C(=O)c2nc3ccccc3[nH]2)cc1 (stereo partly specified)	98	91	96	94	103	96	104	100
CSc1cc(C)nc(SC)n1	108	99	111	109	108	100	98	98
Cn1cc(-c2nn3cc(-c4cccs4)nc3s2)c2cc(F)ccc21	29	48	50	38	6.3*	28	40	22
Cc1ccnc(NS(=O)(=O)c2ccc(N=Nc3ccc(N)nc3N)cc2)n1	100	nt	111	100	107	96	88	102
Clc1ccc(C(Br)c2ccc(Cl)cc2)cc1	103	97	111	79	92	96	104	107
CCc1ccc(C2=C/C(=C/c3ccc(Br)cc3)C(=O)N2CCc2ccc(S(N)(=O)=O)cc2)cc1	93	86	101	87	99	94	86	98
ICC1CCC(CI)CC1 (stereo unspecified)	102	107	100	99	nt	98	111	97
Cc1[nH]c2ccc([N+](=O)[O-])cc2c1C	82	90	108	90	112	105	nt	94
CC1=CC(=O)/C(=C/N2C(=S)NC(=O)/C2=C/c2cccc([N+](=O)[O-])c2)C(=O)O1	103	104	103	85	94	93	108	103
O=C(COc1ccc(/C=C2\C(=O)Nc3cc(Cl)ccc32)cc1)Nc1ccc(F)cc1	88	86	98	90	68	80	85	76

High-throughput results from PubChem BioAssay.

This is a random part of the collection. Share with any hit: about 12%.
